MrgX1 allo act = positive allosteric modulators of MrgX1, primary screen, HEK293 cells, Fluo-4 calcium flux | B-score at 10 µM | 0.63% of 310,000 active | FDSS; stronger effect = higher value | Mas-related G-protein coupled receptor member X1 (Homo sapiens), Q96LB2;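 active means plate-corrected calcium response at least 3 library SD above typical, normal starting fluorescence, not activating the receptor alone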;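 further: compound read alongside a low EC10 to EC30 dose of BAM8-22 agonist; peak minus trough fluorescence over baseline measured at the second addition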
MrgX1 antag = antagonists of human MrgX1 receptor, primary screen, HEK293 cells, Fluo-4 calcium flux. Mas-related G-protein coupled receptor member X1 (Homo sapiens), Q96LB2. BAM8-22 antagonism; stronger effect = lower value. B-score at 10 µM. 1.3% of 310,000 active. AID 588676, 2011;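 active means calcium-response B-score plate-corrected more than 3 library SD below zero, starting fluorescence within 5 deviations, no agonist response on first addition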;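 further: peak minus trough fluorescence over baseline after final BAM8-22 challenge near maximal dose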
MrgX1 agonist = agonists of human MrgX1 receptor, primary screen, HEK293 cells, Fluo-4 calcium flux. Fluo-4 calcium fluorescence, agonist mode; stronger effect = higher value. B-score at 10 µM. 0.44% of 310,000 active;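 active means calcium response B-score plate-corrected fluorescence ratio at least 3 library SD, with starting fluorescence B-score inside 5 SD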
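Material – MrgX1-expressing HEK293 cells · Input – 15,000 cells seeded per well · Dosing – compound as first of three additions · Times – overnight seeding, then 1 h dark dye loading · Measured by – kinetic Fluo-4 NW fluorescence of intracellular calcium · Read-out – B-scored fluorescence response ratio · Benchmarks – positive and negative control wells on each plate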
ANO1 activ = TMEM16A chloride channel activators or potentiators, primary screen, cell-based, HTS; B-score at 10 µM; AID 623877, 2012; HEK293 TMEM16A/YFP-H148Q/I152L, iodide quench fluorescence; stronger effect = lower value; Anoctamin-1 (Mus musculus), Q8BHY3; 0.3% of 340,000 active;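 active means fluorescence-ratio B-score plate-corrected deviation score at least 3 library SD below zero, with starting fluorescence score within 5 deviations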;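 further: channel opened by trigger with iodide after compound preincubation; score built on the fluorescence ratio of max minus min over baseline; more negative score means more quench and so TMEM16A activation or potentiation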
TRPC6 activator = mouse TRPC6 channel activators, primary screen, cell-based, HEK293, membrane potential dye; 0.13% of 310,000 active; B-score at 10 µM; AID 2550, 2010; HEK293-TRPC6 membrane potential dye fluorescence; stronger effect = higher value;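 active means B-score of the integrated fluorescence ratio above library mean plus 3 SD, and starting fluorescence ratio within library mean plus 5 SD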;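 further: higher score means more depolarization so channel activation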
TRPC4 inh = inhibitors of mouse TRPC4 channel, primary screen, Fluo4 calcium, HEK293 TRPC4beta/mu-opioid cells; AID 2247, 2010; DAMGO-evoked Fluo4 calcium flux; stronger effect = lower value; Short transient receptor potential channel 4 (Mus musculus), Q9QUQ5; B-score at 10 µM; 0.39% of 300,000 active;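 active means B-score over 3 SD under the library average, no early fluorescence shift, positive overall ratio signal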
Target sequence (Q9QUQ5 whole entry, looked up): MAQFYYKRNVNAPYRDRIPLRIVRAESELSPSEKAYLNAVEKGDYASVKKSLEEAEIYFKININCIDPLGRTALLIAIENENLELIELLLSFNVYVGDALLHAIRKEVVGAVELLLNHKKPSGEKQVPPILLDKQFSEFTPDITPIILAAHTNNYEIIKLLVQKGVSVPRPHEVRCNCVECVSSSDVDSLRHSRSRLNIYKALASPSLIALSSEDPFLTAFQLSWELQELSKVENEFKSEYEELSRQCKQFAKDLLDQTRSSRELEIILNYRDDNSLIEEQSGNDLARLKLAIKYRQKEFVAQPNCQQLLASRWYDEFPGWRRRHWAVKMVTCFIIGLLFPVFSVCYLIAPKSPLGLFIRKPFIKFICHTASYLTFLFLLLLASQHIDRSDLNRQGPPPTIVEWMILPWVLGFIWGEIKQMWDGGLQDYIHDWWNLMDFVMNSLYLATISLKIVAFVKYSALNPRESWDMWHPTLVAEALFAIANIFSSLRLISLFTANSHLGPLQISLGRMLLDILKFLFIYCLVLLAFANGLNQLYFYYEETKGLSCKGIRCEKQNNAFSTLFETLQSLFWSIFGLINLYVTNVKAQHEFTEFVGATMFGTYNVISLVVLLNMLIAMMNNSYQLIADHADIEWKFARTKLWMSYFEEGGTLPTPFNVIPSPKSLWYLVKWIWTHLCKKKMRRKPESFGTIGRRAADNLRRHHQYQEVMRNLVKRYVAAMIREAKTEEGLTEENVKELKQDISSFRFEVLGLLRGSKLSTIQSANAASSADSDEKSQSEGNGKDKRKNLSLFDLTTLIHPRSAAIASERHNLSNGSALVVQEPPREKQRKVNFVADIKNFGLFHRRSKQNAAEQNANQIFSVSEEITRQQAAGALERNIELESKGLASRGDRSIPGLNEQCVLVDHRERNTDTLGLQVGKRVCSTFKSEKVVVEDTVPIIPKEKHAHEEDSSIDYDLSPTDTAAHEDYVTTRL
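material = TRPC4beta/mu-opioid receptor HEK293 cell line | probe or stimulus = sequential submaximal and maximal DAMGO stimulation | compound dosing = one concentration per compound | measured by = Fluo4 Ca2+ flux fluorescence | evaluation = integrated fluorescence ratio relative to baseline, converted to per-well B score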
TRPC6 inh = mouse TRPC6 channel inhibitors, primary screen, cell-based, HEK293, membrane potential dye | Short transient receptor potential channel 6 (Mus musculus), Q61143 | ACh-evoked depolarization; stronger effect = lower value | B-score at 10 µM | 1.1% of 310,000 active;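 active means B-score under library mean minus 3 SD, initial fluorescence not abnormally high, positive integrated signal ratio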;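 further: B-score derived from integrated fluorescence ratio over the kinetic read; more negative B-score means stronger inhibition of depolarization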
TMEM16A inh = TMEM16A chloride channel inhibitors, primary screen, cell-based, HTS | 1.2% of 310,000 active | HEK293 TMEM16A/YFP iodide influx fluorescence, ionomycin | AID 588511, 2011 | normalized B-score (activity score, 25-100; higher = stronger inhibition) at 10 µM;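 active means ratio plate-corrected score three or more library SD toward inhibition, starting fluorescence score within five deviations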;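 further: score derived from kinetic fluorescence span divided by baseline fluorescence per well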
TRPC4 PAM = positive allosteric modulators of TRPC4, primary screen, cell-based, mouse TRPC4beta, HEK293 mu-opioid, Fluo-4 calcium. Short transient receptor potential channel 4 (Mus musculus), Q9QUQ5. DAMGO EC20, Fluo-4 Ca2+ flux; stronger effect = higher value. B-score at 10 µM. 0.42% of 310,000 active. AID 2227, 2009;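 active means B-score of calcium response area above 5 SD of library B-scores, with initial fluorescence ratio within 5 SD of library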;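 further: B-score of integrated fluorescence ratio over time as area under calcium response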
RGS4 inh = RGS4 inhibitors, primary screen, cell-based, HEK293 M3R inducible RGS4, calcium flux; Fluo-4 calcium flux; stronger effect = higher value; triggered by carbachol at its EC20; B-score at 10 µM; Regulator of G-protein signaling 4 (Homo sapiens), P49798; 0.45% of 310,000 active; AID 463165, 2010;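 active means B-score, a plate-corrected calcium signal, over three deviations above library mean, with baseline fluorescence within five deviations of library mean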;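 further: RGS4 expression induced by doxycycline in cells with stable M3 receptor; B-score is computed from the integrated fluorescence ratio over baseline after carbachol; higher B-score means a larger calcium signal and so more RGS4 inhibition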
TRPC4 act = activators of mouse TRPC4 channel, primary screen, Fluo4 calcium, HEK293 TRPC4beta/mu-opioid cells; AID 2237, 2010; B-score at 10 µM; 0.49% of 310,000 active; Fluo4 calcium fluorescence; stronger effect = higher value; Short transient receptor potential channel 4 (Mus musculus), Q9QUQ5;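 active means B-score above 5 SD of library B-scores, and initial fluorescence ratio not above library mean plus 5 SD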;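 further: positive B-score marks a calcium rise read as TRPC4 activation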
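Assay system – TRPC4beta and mu-opioid receptor HEK293 stable cells · Measured by – Fluo4 fluorescence, kinetic · Schedule – dye loading 45 min room temperature, 110 s kinetic read · Read-out – B-scored integrated calcium fluorescence ratio · Controls – buffer and maximal DAMGO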
* = called active by the depositor; i = inactive; . = not tested or not shown.

SMILES	MrgX1 allo act	MrgX1 antag	MrgX1 agonist	ANO1 activ	TRPC6 activator	TRPC4 inh	TRPC6 inh	TMEM16A inh	TRPC4 PAM	RGS4 inh	TRPC4 act
CC(C)CCn1c(Oc2ccccc2Cl)nc2c1c(=O)n(C)c(=O)n2C	i	i	i	i	i	i	i	i	i	i	i
CCOC(=O)N1CCN(S(=O)(=O)N2CCCC(C(=O)NCc3ccccc3OC)C2)CC1 (configuration not stated)	i	i	i	i	i	i	i	i	i	i	i
O=C(c1ccc(F)cc1)c1ccc(N2CCCC2)cc1	i	i	i	i	i	i	i	i	i	i	i
Cc1oc(-c2ccc(Cl)cc2)nc1CS(=O)CC(=O)NCCCN1CC(C)CC(C)C1 (configuration not stated)	i	i	i	i	i	i	i	i	i	i	54*
CCOC(=O)c1cnc2ccc(C)cc2c1OCc1cc(F)cc(F)c1	i	i	i	i	i	i	i	i	i	i	i
C#CCOCCOCCOCCNc1nc(N2CCN(C(=O)C([C@@H](C)CC)n3cc(C(N)COC(=O)C(F)(F)F)nn3)CC2)nc(N2CCN(C(=O)[C@H](CCC(=O)O)n3cc(C(N)CC(C)C)nn3)CC2)n1 (some centres not stated)	i	i	i	.	i	i	i	i	i	i	i
COc1ccc(CN2[C@@H](CC(=O)O)c3cc(C(F)(F)F)ccc3S2(=O)=O)cc1	i	i	i	i	i	.	i	i	i	i	i
COc1cc(SC)ccc1C(=O)Nc1ccc2c(c1)CCN2S(C)(=O)=O	i	i	i	i	i	i	i	i	i	i	i
O=C(c1ccc(CNS(=O)(=O)c2cccc(Cl)c2)cc1)N1CCCCC1	i	i	i	i	i	i	i	i	i	i	i
CC1CCCCN1Cc1c(O)ccc2c(=O)c(-c3ccccc3)coc12 (configuration not stated)	i	i	i	i	i	i	i	i	i	i	i
COc1ccccc1C/C(N)=N/OC(=O)c1ccc(C)c([N+](=O)[O-])c1	i	i	i	i	i	i	i	i	i	i	i
COc1ccc(NC(=O)c2nc(C)n(-c3ccc([N+](=O)[O-])cc3)n2)cc1	i	i	i	i	i	i	i	i	i	i	i
COc1ccc(/C=N/NC(=O)CNc2ccc(Br)cc2)c(C(=O)O)c1OC	i	i	i	i	i	i	i	i	i	i	i
CCC(=O)OCCn1c(=O)c2cc3c(=O)n(CCOC(=O)CC)c(=O)c3cc2c1=O	i	i	i	i	.	.	.	i	.	.	.
O=C(Nc1ccccc1Br)c1c(F)cccc1Cl	i	i	i	i	i	i	i	i	i	i	i
C=CCOc1c(CNc2ccc(C(=O)O)cc2)cccc1OC	i	i	i	i	i	i	i	i	i	i	i
CCOc1ccc(OCCC(=O)N2CCN(S(=O)(=O)c3ccc(F)cc3)CC2)cc1	i	i	i	i	i	i	i	i	i	i	i
COc1ccc(S(=O)(=O)N(C)CC(=O)N2CCCC2)cc1OC	i	i	i	i	i	i	i	i	i	i	i
CCOC(=O)C1C(c2cccnc2)NC(=O)NC1(O)C(F)(F)F (configuration not stated)	i	i	i	i	i	i	i	i	i	i	i
COc1ccc(NS(=O)(=O)c2ccc(F)cc2F)cn1	i	i	i	i	i	i	i	i	i	i	i
COc1cccc(CN2CC(C(=O)NC3CCC3)CCC2=O)c1 (configuration not stated)	i	i	i	i	i	i	i	i	i	i	i
COCCNC(=O)CN(Cc1ccc(OC)cc1)C(=O)CCC(=O)Nc1nccs1	i	i	i	i	i	i	i	i	i	i	i
CCc1ccc(N2C(=O)Cc3c2nc(N)c(C#N)c3N)cc1	i	i	i	i	i	i	i	i	i	i	i
CCN(CC)C1CCN(Cc2cn[nH]c2-c2ccc(OC)c(F)c2)C1 (configuration not stated)	i	i	i	i	i	i	i	i	i	i	i
O=C(COc1ccc(F)cc1Cl)Nc1ccccc1C(=O)N1CCCCC1	i	i	i	i	i	i	i	i	i	i	i
C[C@@H]1[C@@H](Sc2ccccc2)CC(=O)O[C@@H]1c1ccc(-c2ccccc2)cc1	i	i	i	i	i	i	i	i	i	i	i
CCOC(=O)c1cnc(-n2nc(C)cc2C)nc1NCc1ccccc1	i	i	i	i	i	i	i	100*	i	i	i
O=C(CSc1ccccc1C(=O)O)NCc1ccc(Cl)cc1	i	i	i	i	i	i	i	i	i	i	i
COc1ccc(F)c(CN(C)CC2CCCN(CCc3ccc(F)cc3)C2)c1 (configuration not stated)	i	i	i	i	i	i	i	i	i	i	i
CCN(CC)C(=O)Cn1cc(/C=C(\C#N)C(=O)NC2CC2)c2ccccc21	i	i	i	i	i	i	i	i	i	i	i
Cc1cccc(C)c1N(CC(=O)NN=C1CCCCCC1)S(C)(=O)=O	i	i	i	i	i	i	i	i	i	i	i
COc1cc(NC(=O)c2ccc(NC3=NC4CS(=O)(=O)CC4S3)cc2)cc(OC)c1OC (configuration not stated)	i	i	i	i	i	i	i	i	i	i	i
CCc1ccc(NC(=O)NCC2CCN(c3ccc(OC)cc3)C2)cc1 (configuration not stated)	i	i	i	i	i	i	i	i	i	i	i
O=C(Oc1coc(CSc2nnc(NC(=O)C3CC3)s2)cc1=O)c1c(F)cccc1F	i	i	i	i	i	i	i	i	i	i	i
CC1=C(C(=O)NC2CCCCC2C)C2(CCC(C)CC2)OC1=O (configuration not stated)	i	i	i	i	i	i	i	i	i	i	i
O=C(N/N=C\c1ccc([N+](=O)[O-])o1)c1cncc(Br)c1	i	i	i	i	i	i	i	i	i	i	i
CC(C)n1c(S(=O)(=O)O)nc2ccccc21	i	i	i	i	i	i	i	i	i	i	i
COc1cccc(N2CCN(Cc3ncc(-c4ccccc4)o3)CC2)c1	i	i	i	i	i	i	i	i	i	i	i
Cc1ccc(-c2nc3ncccc3o2)cc1NC(=O)c1cc2ccccc2o1	i	i	i	i	i	i	i	i	i	i	i
CCCCC(=O)Nc1sc2c(c1C#N)CC(C)(C)OC2	i	i	i	i	i	i	i	i	i	i	i
c1ccc(-n2cnnc2SCc2cn3cccnc3n2)cc1	i	i	i	i	i	i	i	i	i	i	i
Cn1c(N)c(C(=O)COC(=O)C2=NNC(=O)CC2)c(=O)n(C)c1=O	i	i	i	i	i	i	i	i	i	i	i
Cc1nn(CC(=O)NCCCc2ccccc2)c(=O)c2cccn12	i	i	i	i	i	i	i	i	i	i	i
Cc1cccc(NS(=O)(=O)c2cc(C(=O)NCc3ccccn3)ccc2C)c1	i	i	i	i	i	i	i	i	i	i	i
O=C1CCC[C@H]2c3[nH]c4ccccc4c3CCN12	i	i	i	i	i	i	i	i	i	i	i
CC(C)Cn1c(N)c(C(=O)CSc2ccccc2)c(=O)n(C)c1=O	i	i	i	i	i	i	i	i	i	i	i
O=C(N/N=C/c1cc(Br)ccc1O)Nc1ccccc1	i	i	i	i	i	i	i	i	i	i	i
Cc1ccc(N2C(=O)C3CCC(c4ccccc4)CC3C2=O)cc1 (configuration not stated)	i	i	i	i	i	i	i	i	i	i	i
CCOc1ccccc1CN1CCNC(=O)C1CC(=O)NCCN1CCOC1=O (configuration not stated)	i	i	i	i	i	i	i	i	i	i	i
CC(C)OCCCNc1ncnc2c1[nH]c1ccccc12	i	-8.4*	i	i	i	i	i	100*	i	i	i

Going on with the list:
SMILES	MrgX1 allo act	MrgX1 antag	MrgX1 agonist	ANO1 activ	TRPC6 activator	TRPC4 inh	TRPC6 inh	TMEM16A inh	TRPC4 PAM	RGS4 inh	TRPC4 act
O=C(CN(c1ccc(F)cc1)S(=O)(=O)c1ccc2c(c1)OCCO2)NCc1cccnc1	i	i	i	i	i	i	i	i	i	i	i
Cc1nnc2sc(-c3cccc4ccccc34)nn12	i	i	i	i	i	i	i	i	i	i	i
Cc1cc(=O)n2[nH]c(C)cc2n1	i	i	i	i	i	i	i	i	i	i	i
C=C(C)COc1ccc2c(C)c(C)c(=O)oc2c1OCC(=C)C	i	i	i	i	i	i	i	i	i	i	i
Nc1ccc2cn[nH]c2c1	i	i	i	i	i	i	i	i	i	i	i
O=c1nccc(N/N=C/c2ccccc2)[nH]1	i	i	i	i	i	i	i	i	i	i	i
COc1cc2ncnc(NCc3ccccc3Cl)c2cc1OC	i	i	i	i	i	i	i	i	i	i	i
O=C(CCCCCn1c(=O)[nH]c2ccsc2c1=O)N1CCCCC1	i	i	i	i	i	i	i	i	i	i	i
COc1cc(-c2cc(-c3ccccc3)nc(SCC(=O)Nc3nccs3)c2C#N)cc(OC)c1OC	i	i	i	i	i	.	i	i	i	i	i
O=C(NCc1cccc(C(F)(F)F)c1)C1CC(c2ccccc2[N+](=O)[O-])=NO1 (configuration not stated)	i	i	i	i	i	i	i	i	i	i	i
COc1ccc(CCN2CC(O)=C(c3nc(C)cs3)C2=N)cc1OC	i	i	i	i	i	i	i	i	i	i	i
COC(=O)c1[nH]c2cc(OC)ccc2c1NC(=O)CCN1CCCCC1	i	i	i	i	i	i	i	i	i	i	i
CCN(CC)c1ccc(/C=N/NS(=O)(=O)c2ccc(C)c([N+](=O)[O-])c2)cc1	i	i	i	i	i	i	i	i	i	i	i
O=C(C1=C[C@H](c2ccc3c(c2)OCO3)C[C@H](OCCCCO)O1)N1CCN(Cc2ccc3c(c2)OCO3)CC1	i	i	i	i	i	i	i	i	i	i	i
